# Screens (PubChem BioAssay)
# PI4K2A inh: inhibitors of human PI4K2A; activity change, negative = inhibition, % at 76.9 µM; purified PI4K2A, ADP-Glo luminescence, 1 h; hits give low values; 0.13% of 420,000 active; in the data active = activity change below about -50%; inconclusive = mostly about -30% to -49%;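 also: -100% = wells without enzyme as full effect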
# Target sequence (Q9BTU6 whole entry, looked up): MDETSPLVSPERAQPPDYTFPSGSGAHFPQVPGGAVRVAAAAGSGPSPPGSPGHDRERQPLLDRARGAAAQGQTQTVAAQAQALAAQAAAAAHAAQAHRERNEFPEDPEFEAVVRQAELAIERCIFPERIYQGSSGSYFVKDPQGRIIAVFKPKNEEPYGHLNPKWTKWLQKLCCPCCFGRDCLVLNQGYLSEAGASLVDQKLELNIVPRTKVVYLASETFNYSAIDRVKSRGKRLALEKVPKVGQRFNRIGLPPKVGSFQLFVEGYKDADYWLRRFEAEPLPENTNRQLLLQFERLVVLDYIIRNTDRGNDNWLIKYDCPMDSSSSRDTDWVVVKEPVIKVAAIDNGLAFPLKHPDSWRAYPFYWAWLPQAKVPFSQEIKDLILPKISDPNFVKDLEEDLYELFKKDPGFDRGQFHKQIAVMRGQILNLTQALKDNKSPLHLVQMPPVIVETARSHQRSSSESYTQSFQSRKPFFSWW
#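 PI4K2A activity was measured by ADP-Glo luminescence: enzyme (4 ug/mL stock) and phosphatidylinositol (1.2 mM stock) in Tris pH 7.5/MgCl2/EGTA/Triton X-100 buffer were reacted with ATP (300 microM stock) for one hour at ambient temperature.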
# IDH1 R132H inh: inhibitors of human mutant IDH1 R132H. O75874. IDH1-R132H enzyme, NADPH consumption, diaphorase/resazurin fluorescence. Potency, µM (top dose mostly 76.6 µM), inactives show top-dose activity change, negative = inhibition, usual class: inhibitors. 0.093% of 390,000 active. AID 602179; also: potency is read from the fitted curve at half-maximal effect; % is scaled to controls: 0 for no effect and ±100 for the full control effect; nearly all actives have a fitted effect of over 65% in size
#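 IDH1-R132H (0.5 ug/mL) preincubated 30 min with compound, then NADPH (0.016 mM) and alpha-KG (2 mM) added; 80 min at RT, pH 7.5. Remaining NADPH coupled via diaphorase/resazurin to fluorescence (540/590 nm); concentration-response curves normalized to no-enzyme control.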
# TrxR1 inh: rat TrxR1 inhibition. recombinant rTrxR1, NADPH fluorescence consumption, selenite substrate. Potency, µM (titrated, usually from 114 µM), without a hit: top-dose activity change, negative = inhibition, hits mostly inhibitors. 1% of 390,000 active; also: potency is read from the fitted curve at half-maximal effect; % is scaled to controls: 0 for no effect and ±100 for the full control effect; nearly all actives have a fitted effect of over 65% in size
#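 Rat TrxR1 (90 nM in the dispensed reagent) was pre-reduced with 400 uM NADPH for 5 min at room temperature, then incubated with compound for 15 min. After 400 uM selenite was added, NADPH fluorescence (Ex 340/Em 450 nm) was followed for 8 min.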
# TRHR enhancer: TRH receptor (human) allosteric enhancement; TRHR cells, fluo-8 calcium fluorescence, EC20 TRH enhancement; enhancement, % at 2 µM; 0.66% of 360,000 active; AID 493056; in the data active = enhancement above about 30%; also: 0% is about no effect
#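 TRHR-expressing cells loaded with fluo-8 calcium dye were read kinetically (ex 480/em 530) during compound addition, then stimulated with an EC20 of TRH (10 nM final). Enhancement of the Gq-mediated intracellular calcium response was scored.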
# TrxR1 substrate: substrates of rat thioredoxin reductase 1; purified TrxR1 substrate turnover, NADPH consumption readout; Potency, µM (doses to about 114 µM), inactives show at the top dose activity change, negative = substrate turnover; AID 588456; 0.01% of 390,000 active; O89049; also: potency is read from the fitted curve at half-maximal effect; % is scaled to controls: 0 for no effect and ±100 for the full control effect; nearly all actives have a fitted effect of over 50% in size
#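 Rat TrxR1, dispensed at 90 nM, was prereduced with 400 uM NADPH (final) for 5 min at ~22 deg C, then incubated with compound 15 min before 400 uM selenite. A first-read NADPH fluorescence drop versus no-compound background flagged substrates.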
# D2 ag: activates the human D2 dopamine receptor. P14416. HEK293 T-REx D2 cells, calcium flux agonist mode. activation, % at 2 µM. 0.53% of 340,000 active;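 active = activation over 3 SD above normal in the single-dose calcium agonist read, cut at about 30% in these data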; also: 0% is about no effect
# Target sequence (P14416 whole entry, looked up): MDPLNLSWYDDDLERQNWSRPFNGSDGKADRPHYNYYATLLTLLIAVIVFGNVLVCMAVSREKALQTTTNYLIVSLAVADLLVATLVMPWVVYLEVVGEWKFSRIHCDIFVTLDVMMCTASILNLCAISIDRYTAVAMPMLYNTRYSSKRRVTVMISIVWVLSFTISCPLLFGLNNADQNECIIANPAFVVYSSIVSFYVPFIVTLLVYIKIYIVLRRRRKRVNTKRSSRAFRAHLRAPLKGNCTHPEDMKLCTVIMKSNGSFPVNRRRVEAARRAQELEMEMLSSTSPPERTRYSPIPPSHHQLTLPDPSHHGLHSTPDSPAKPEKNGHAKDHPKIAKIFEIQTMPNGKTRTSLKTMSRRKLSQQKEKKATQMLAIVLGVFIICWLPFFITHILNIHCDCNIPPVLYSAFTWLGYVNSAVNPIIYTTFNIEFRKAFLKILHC
#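 Calcium-flux readout, 1 cycle/sec over 180 s following compound pin transfer, in inducible HEK293 Trex D2 cells (force-coupled); dopamine controls included. Positive calcium responses during this window marked compounds as potential agonists.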
# TRHR ag: TRH receptor (human) agonism; P34981; TRHR cells, calcium flux fluo-8, FDSS agonist mode; activation, % at 2 µM; 0.18% of 360,000 active; in the data active = activation above about 30%; also: 0% is about no effect
#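 In this calcium-flux screen, cells bearing human TRHR are dye-loaded with fluo-8, baselined for 10 cycles, then exposed to library compounds; positive kinetic calcium responses during the agonist phase mark hits, with TRH as control.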
# D2 antag: antagonizes the human D2 dopamine receptor. HEK293 TREx D2 cells, calcium flux, dopamine EC80. inhibition, % at 10 µM. 2% of 340,000 active; in the data active = inhibition above about 30%; also: 0% is about no effect
#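 Read-out: kinetic calcium fluorescence (1 cycle/s) in inducible HEK293 T-REx D2 cells after an EC80 dopamine addition that followed 180 s compound preincubation. Loss of the dopamine response indicates antagonism.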
# USP1 inh: blocks the human USP1/UAF1 deubiquitinase complex. O94782. 0.23% of 390,000 active. recombinant USP1/UAF1, Ub-Rhodamine cleavage fluorescence. Potency, µM (top dose mostly 57.1 µM), for inactives: at the highest dose activity change, negative = inhibition, hits mostly inhibitors; also: potency is read from the fitted curve at half-maximal effect; % is scaled to controls: 0 for no effect and ±100 for the full control effect; nearly all actives have a fitted effect of over 60% in size; inactives centre near -12
#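 Step one: compound is pinned into 1nM USP1/UAF1 in HEPES pH 7.8 buffer with TCEP. Step two: 15 min room-temperature incubation. Step three: Ub-Rho (150nM final) starts cleavage, tracked by fluorescence over six one-minute reads.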
# * marks the source's active call; other numbers are inactive results; ? = inconclusive; / = not tested or not shown; & = joins results of further samples; [ ] = dose if it differs, or a comment. Unless noted, calls follow the shape of the dose curve; as a rule, active = well fitted inhibition curve with a large enough effect; inconclusive = small, poorly fitted or top-dose-only effect; inactive = no such curve, though single readings can be large or run the other way.
molecule,PI4K2A inh,IDH1 R132H inh,TrxR1 inh,TRHR enhancer,TrxR1 substrate,D2 ag,TRHR ag,D2 antag,USP1 inh
O=C(c1ccc2c(c1)N(Cc1ccccc1F)C(=O)c1ccccc1S2=O)N1CCOCC1 (stereo unspecified),4,-2%,11%,2,-2%,0.8,-0.3,/,-10%
CCOC(=O)c1c(S(=O)(=O)N2CCN(c3cc(Cl)ccc3C)CC2)c(C)n(C)c1C,-1,-9%,16%,-8,2%,1.2,-0.8,/,-2%
O=C(c1ccccc1-c1ncc[nH]1)N1CCCC(Nc2ccc(F)cc2)C1 (stereo unspecified),-2,3%,-12%,-3,-2%,/,-0.3,/,-21%
CCOC(=O)COc1ccc(C(=O)CC)cc1OC,0,-1%,16%,-3,4%,-0.3,-0.1,-17,-20%
Cn1c(=O)cc(OCCCC(=O)N2CCN(c3ccccn3)CC2)c2ccccc21,2,4%,-2%,-2,-7%,0.0,-0.9,-17,-12%
Cc1ccc(NC2CC(=O)N(c3ccc(C)cc3)C2=O)cc1 (stereo unspecified),10,2%,25µM*,-7,-3%,0.3,0.3,0,-11%
Cc1ccc(C(=O)OCC(=O)Nc2cc(C(C)(C)C)no2)c(C)c1,-4,5%,20%,3,-2%,-0.2,0.8,4,-28%
CCOc1cc2c(cc1OCC)C(c1ccc(OC)cc1)N(c1ccccc1)C(=O)C2 (stereo unspecified),0,13%,11%,7,1%,1.6,0.5,10,0%
CC1=C(C(=O)N2CCOCC2)C(c2ccccc2F)C2=C(CCCC2=O)N1 (stereo unspecified),-1,0%,14%,-2,77%[activator],-1.2,0.3,4,-2%
CC(C)CCN1CC(C(=O)NCc2ccc(F)cc2)CC1=O (stereo unspecified),2,3%,12%,12,9%,-0.5,0.1,6,10%
O=C(Nc1nc2ccccc2s1)C1CCN(S(=O)(=O)c2cc([N+](=O)[O-])ccc2Cl)CC1,-9,3%,?,-3,-18%,0.8,0.1,3,0%
CCOC(=O)c1c(C)oc(NC(=O)CCl)c1C(=O)OCC,-5,4%,-11%[57.1 µM],-5,5%,0.2,-2.3,10,-14%
CC(C)CC(c1nnnn1CC1CCCO1)N1CCN(c2nc3ccccc3s2)CC1 (stereo unspecified),9,0%,3%[57.1 µM],-9,8%[57.1 µM],0.5,-0.7,-16,-12%
CCOc1ccc(-n2cnnn2)cc1S(=O)(=O)Nc1c(C)cccc1C,1,6%,16%,7,11%,0.5,0.2,-2,?
CC(=O)c1ccc(N2CCN(C(=O)Nc3cccc(F)c3)CC2)cc1,-7&-4,-7%,3%&-4%,-1&-1,-12%&-9%,0.9&-1.1,0.6&-0.2,-3,?
C/C(=N\NC(=O)c1ccc(Cl)cc1)c1ccc(Br)s1,4,-9%,7%[57.1 µM],-5,8%[57.1 µM],-0.1,-1.3,4,-13%
Cc1cc(Oc2ccccc2)nc(SCC(=O)Nc2ccc(Cl)c(Cl)c2)n1,2,0%,-10%,3,-15%,0.4,-0.1,-11,-16%
Cc1ccc(Cn2ccnc2SCC(=O)NCc2ccc(F)cc2)cc1,1,-12%,14%[57.1 µM],-3,2%[57.1 µM],-0.6,-0.3,/,-19%
CC(C)(C)N(Cc1ccccc1)C(=O)COC(=O)CN1C(=O)C2CC=CCC2C1=O (stereo unspecified),6,4%,-8%,15,-3%,0.5,0.3,-5,-9%
Cc1cc(C(=O)N2CCN(S(=O)(=O)c3ccccc3F)CC2)c(C)o1,4,0%,3%,-1,7%,0.0,-0.2,-2,-16%
CCOc1ccc(NC(=O)CN(C)C(=O)c2cc(S(=O)(=O)N3CCCCCC3)ccc2OC)cc1OCC,3,2%,-7%,1,-10%,-0.1,-0.4,-3,-7%
CC1=CCC(C(=O)O)C(C(=O)Nc2cccnc2)C1 (stereo unspecified),3,5%,18%[57.1 µM],-3,-14%[57.1 µM],0.5,0.0,-19,-6%
CCC(C(=O)NCCCN1CCCCCC1)n1nc(C)c2sc3ccccc3c2c1=O (stereo unspecified),-2,0%,21%,0,4%,2.7,0.4,3,-11%
COc1ccc(NC(=O)C2=C(C)Nc3nc(SCc4ccc(Cl)cc4)nn3C2c2cccc(OC)c2OC)cc1 (stereo unspecified),-1,0%,7%[57.1 µM],2,-2%[57.1 µM],0.2,0.3,/,-26%
CCCC(=O)Nc1ccc(C(=O)COC(=O)c2cc(C)oc2C)cc1,2,5%,18%,2,1%,0.9,0.5,35*,-15%

# Entries of single compounds, quoted from the list. Order of values: PI4K2A inh, IDH1 R132H inh, TrxR1 inh, TRHR enhancer, TrxR1 substrate, D2 ag, TRHR ag, D2 antag, USP1 inh
# Entry for CC1=C(C(=O)N2CCOCC2)C(c2ccccc2F)C2=C(CCCC2=O)N1 (stereo unspecified) = -1, 0%, 14%, -2, 77%[activator], -1.2, 0.3, 4, -2%
# Entry for Cc1cc(Oc2ccccc2)nc(SCC(=O)Nc2ccc(Cl)c(Cl)c2)n1 = 2, 0%, -10%, 3, -15%, 0.4, -0.1, -11, -16%
# Entry for CCOc1cc2c(cc1OCC)C(c1ccc(OC)cc1)N(c1ccccc1)C(=O)C2 (stereo unspecified) = 0, 13%, 11%, 7, 1%, 1.6, 0.5, 10, 0%
# Entry for O=C(Nc1nc2ccccc2s1)C1CCN(S(=O)(=O)c2cc([N+](=O)[O-])ccc2Cl)CC1 = -9, 3%, ?, -3, -18%, 0.8, 0.1, 3, 0%
# Entry for CC(C)CC(c1nnnn1CC1CCCO1)N1CCN(c2nc3ccccc3s2)CC1 (stereo unspecified) = 9, 0%, 3%[57.1 µM], -9, 8%[57.1 µM], 0.5, -0.7, -16, -12%

# The list continues.
molecule,PI4K2A inh,IDH1 R132H inh,TrxR1 inh,TRHR enhancer,TrxR1 substrate,D2 ag,TRHR ag,D2 antag,USP1 inh
NC(=S)NN=C1CCCCCCCCCC1,-3,0%,?,/,-17%,/,/,/,-5%
OC(C[n+]1ccccc1)c1ccccc1 (stereo unspecified),7,4%,13%,3,-3%,-0.4,0.7,4,-10%
CCC(NC(=S)NC1CCCCC1)c1ccccc1 (stereo unspecified),/,/,/,2,/,0.3,0.5,-1,/
CCOc1ccccc1C1C2=C(COC2=O)Nc2cc3c(cc21)OCO3 (stereo unspecified),-1,1%,7%[57.1 µM],1,25%[57.1 µM],2.1,2.7,-3,-11%
Cc1ccc(C2NC(=O)c3sc(=S)n(-c4ccccc4)c3N2)cc1 (stereo unspecified),-11,-7%,21%,5,7%[57.1 µM],0.1,0.5,-14,-4%
Cc1ccccc1COC(=O)c1nn(-c2ccccc2)nc1N,1&6,13%,10%[57.1 µM],5&-4,32%[57.1 µM],-0.1&0.9,-1.3&-1.3,-22,-18%&-27%
O=C(O)[C@H]1CCCC[C@H]1C(=O)Nc1ccc(S(=O)(=O)N2CCOCC2)cc1,3,8%,14%[57.1 µM],-4,-1%[57.1 µM],0.7,-0.5,0,-14%
Cn1cc(-c2nnnn2-c2ccccc2)c(=O)c2ccccc21,0,4%,13%,1,-1%,/,1.5,/,-20%
COc1ccc(CC(=O)OCC(=O)Nc2ccc(C(=O)Nc3ccc(OC)cc3)cc2)cc1,-3,0%,16%,-1,-2%,-0.1,0.4,-3,-24%
CC(=O)c1ccc(NC(=O)CC2Sc3ccccc3NC2=O)cc1 (stereo unspecified),0,-3%,10%,20,8%,-0.6,-0.1,/,-13%
CCc1c(C)sc2c1CCN(C(=O)Nc1ccc(F)c(Cl)c1)C2c1ccc(F)cc1 (stereo unspecified),3,-6%,15%[57.1 µM],-3,-4%[57.1 µM],9.8,0.8,/,-9%
CC1(C)CC2CC(C)(CN2S(=O)(=O)c2ccc(C(=O)Nc3ccc(Cl)c(S(=O)(=O)N4CCOCC4)c3)cc2)C1 (stereo unspecified),-2,5%,21%,-1,13%,1.2,1.3,1,-15%
CCOc1ccc(NC(=O)Cn2c(=O)n(CCCCCC(=O)NCc3ccccc3)c(=O)c3sccc32)cc1,-3,/,10%,9,4%,-0.6,-0.3,/,17%
CS(=O)(=O)N(Cc1ccccc1)c1ccccc1C(=O)N1CCN(c2ccccc2)CC1,1,10%,-6%,1,-8%,0.6,-0.3,1,-1%
O=C(CCCn1c(=O)oc2ccccc21)N1CCN(c2ccccn2)CC1,-5,4%,15%[57.1 µM],1,21%[57.1 µM],-0.3,-0.5,6,-9%
Cc1ccc(C(=O)OCC(=O)Nc2ccc(N3CCOCC3)cc2)cc1,1,2%,-16%,-2,-17%,0.3,0.1,-2,-7%
COC(=O)c1cc(OC)c(OC)cc1NC(=O)C(C)c1ccc([N+](=O)[O-])cc1 (stereo unspecified),-2,-6%,-4%,-1,-9%,6.4,-0.4,-20,-24%
CC(=O)Nc1ccc(S(=O)(=O)N[C@@H](C)C(=O)OCc2ccc(Cl)cc2)cc1,6,1%,-9%,1,-6%,0.8,1.0,0,-15%
Cc1ccc(C)c(NC(=O)c2nc(Cl)ccc2Cl)c1,-1,-9%,8%,3,-4%,1.4,-0.1,9,-26%
CC(=O)Nc1c(C)nn(-c2ccccc2)c1N1CCC(C(=O)Nc2ccc(Cl)cc2C)CC1,-1,-12%,1%[57.1 µM],-3,-5%[57.1 µM],-0.7,-0.1,/,-17%
O=C(COC(=O)Cc1cccs1)Nc1ccc(F)c(F)c1F,-3,-6%,-9%,-1,-6%,1.1,-0.6,-28,6%
NS(=O)(=O)c1ccc(NC(=O)CN2CCc3ccccc32)cc1,-22,14%,?,56*,5%[57.1 µM],0.2,0.2,10,0%
COc1ccc(OC)c(NC(=O)CN(c2ccc(OC)c(Cl)c2)S(C)(=O)=O)c1,2,5%,17%,1,-9%,0.9,-0.4,-1,-8%
COc1ccc(S(=O)(=O)NCC(c2ccco2)S(=O)(=O)c2ccc(C)cc2)cc1C (stereo unspecified),1,7%,11µM*,0,1%[57.1 µM],1.0,-0.1,/,?
Cn1c(N)c(C(=O)COC(=O)COc2ccc(Br)cc2)c(=O)n(C)c1=O,-4,5%,5%,3,-7%,0.1,0.8,-1,-26%

# Compounds as they come; overall some 3.9% were active at least once.
